# Screening data (PubChem)
# KCNK3 block = human KCNK3 channel inhibition, primary screen; CHO-KCNK3 thallium flux, FluxOR fluorescence; stronger effect = lower value; 0.84% of 340,000 active; O14649; B-score at 10 µM; AID 602410;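 active means B-score under library mean minus 4 SD, starting fluorescence ratio at most library mean plus 5 SD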;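 further: more negative B-score means stronger inhibition of thallium flux through KCNK3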
# Target sequence (O14649 whole entry, looked up): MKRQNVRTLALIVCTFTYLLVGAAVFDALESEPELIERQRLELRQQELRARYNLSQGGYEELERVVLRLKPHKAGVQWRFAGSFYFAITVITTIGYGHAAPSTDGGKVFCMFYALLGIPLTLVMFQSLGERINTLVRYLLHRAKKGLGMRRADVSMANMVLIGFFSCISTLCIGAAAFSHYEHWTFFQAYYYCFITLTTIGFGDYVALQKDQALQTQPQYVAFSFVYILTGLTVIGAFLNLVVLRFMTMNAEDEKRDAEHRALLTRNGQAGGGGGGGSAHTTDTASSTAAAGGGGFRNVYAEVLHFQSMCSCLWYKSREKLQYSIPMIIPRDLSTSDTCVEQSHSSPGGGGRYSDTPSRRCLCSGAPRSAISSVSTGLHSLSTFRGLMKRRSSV
# DYRK1A inh = Dyrk1A (rat) kinase inhibition. ADP-Glo luminescence, NFATc1 peptide. 0.43% of 310,000 active. Q63470. inhibition, % at 12.5 µM. AID 504441; in the data active means inhibition above about 50%;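 further: plate controls were vehicle with enzyme for no effect and no enzyme for full effect; many of its hits are not listed in these tables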
# Active calls of the source: *; i = inactive.
no.	SMILES	KCNK3 block	DYRK1A inh
1	O=C(CSc1ccc([N+](=O)[O-])cc1)OCC(=O)N1CCCC1=O	i	6
2	CN(C(=O)c1cccc(NC(=O)Cc2ccc(NC(=O)C3CCN(C(=O)C4CCC4)CC3)cc2)c1)C1CCC1	i	-2
3	CCC(C)N(C(=O)CN1C(=O)NC2(CCc3ccccc32)C1=O)C1CCS(=O)(=O)C1 (stereo not drawn)	i	4
4	CCCCn1c(N)c(N(CCC(C)C)C(=O)c2ccc(-c3ccc([N+](=O)[O-])cc3)o2)c(=O)[nH]c1=O	i	-5
5	COC(=O)c1c(C)[nH]c(C(=O)COC(=O)Cn2cc(C(F)(F)F)ccc2=O)c1C	i	19
6	O=C(C[C@@H]1C/C=C\C[C@H](Cc2ccc(F)cc2)C(=O)OC[C@@H](Cc2c[nH]c3ccccc23)NC1=O)NCCO	i	-3
7	CC(=O)N1C(C)(C)CC(=NOS(=O)(=O)c2ccccc2)CC1(C)C	i	-4
8	CC(COc1ccc(/C=C/c2ccccc2)cc1)[N+](C)(C)C (stereo not drawn)	i	3
9	O=C(CSc1nnc(C2CC2)n1C1CC1)c1ccc(Br)s1	i	-1
10	COc1ccc(C(=O)c2ccc(C)cc2)c(OC)c1OC	i	-2
11	C#CCNCCS(=O)(=O)N(Cc1ccc(Br)cc1)[C@@H](CC(C)C)C(=O)O	i	0
12	CCNC(=O)NC(=O)CSc1ccc(S(=O)(=O)N2CCCCC2)cn1	i	0
13	CCOC(=O)C1CC(=O)c2ccccc2C1c1ccccc1 (stereo not drawn)	i	-6
14	CCn1cnc2c(Nc3cc(F)cc(F)c3)nc(C#N)nc21	i	17
15	C=CCN(C(C(=O)OC)C(C)C)S(=O)(=O)CCNCc1ccccc1 (stereo not drawn)	i	-22
16	COc1ccc(CCCCCCOCc2ccccc2)cc1	i	10
17	COc1ccc2c(c1)OC[C@H]1[C@H]2N2C(=O)CN(CC3CCCO3)C(=O)[C@@]2(C)[C@H]1c1ccccc1 (stereo partly drawn)	i	50*
18	C=CCC[C@@H](Cc1ccc(F)cc1)C(=O)OC[C@@H]1CCCN1C(=O)[C@@H](CC=C)CC(=O)N(CCO)Cc1ccccc1	i	8
19	CS(=O)(=O)c1cccc(C(=O)Nc2cccc(S(=O)(=O)N3CCCC3)c2)c1	i	-10
20	Cn1cnnc1SCc1ccc(C(=O)N/N=C(\CCC(=O)O)c2ccc(C(C)(C)C)cc2)cc1	i	0
21	O=C1OCCN1C(=O)[C@H]1[C@H](c2ccccc2)C(c2ccccc2)=NN1c1ccccc1	i	-7
22	CC(C)C(NC(=O)c1ccc(Cl)c([N+](=O)[O-])c1)C(=O)NCc1ccccn1 (stereo not drawn)	i	8
23	Cc1ccc(N2C(=O)C3C4CCC(O4)C3C2=O)c(OC(F)F)c1 (stereo not drawn)	i	1
24	COc1ccc(C(=O)O)cc1S(=O)(=O)NCc1ccncc1	i	11
25	COc1cc(-c2[nH]nc3c2C(c2ccoc2)C(C#N)=C(N)O3)cc(OC)c1OC (stereo not drawn)	i	10
26	Cc1ccc(CNC(=O)COC(=O)CN2C(=O)C3CC=CCC3C2=O)cc1 (stereo not drawn)	i	-1
27	CC(=O)c1c(C)[nH]c(C(=O)C(C)Sc2nnc(NC3CC3)s2)c1C (stereo not drawn)	i	0
28	O=C(C1CC1)N1CCc2cc(Br)cc(S(=O)(=O)NCc3ccco3)c21	i	2
29	Cc1cc(NC(=O)Cn2c(=O)oc3ccccc32)no1	i	13
30	COc1cc(C(=O)OCC(=O)Nc2ccccc2C(=O)NC2CC2)c([N+](=O)[O-])cc1OC	i	1
31	CC(C)n1nc(C(=O)Nc2ccc(-n3cnnn3)cc2)c2ccccc2c1=O	i	2
32	N#CCC(=O)Nc1ccc(C(=O)OC(C(=O)Nc2ccc([N+](=O)[O-])cc2Br)c2ccccc2)cc1 (stereo not drawn)	i	-3
33	COC(=O)Nc1ccc(S(=O)(=O)N2CCCC(C(=O)NCC3CCCO3)C2)cc1 (stereo not drawn)	i	3
34	O=C(c1ncn(Cc2ccccc2)c1C(=O)N1CCN(c2ccccc2)CC1)N1CCN(c2ccccc2)CC1	i	0
35	O=C(CN(Cc1ccccc1)C(=O)CCl)c1cccc(Br)c1	i	3
36	CC(=O)c1ccc(S(=O)(=O)N2CCN(c3nn(C)c(=O)n(C)c3=O)CC2)cc1	i	-3
37	COc1ccc([C@H]2CC(=O)C=C(c3ccc(OC)nc3)C2)cc1	i	2
38	C[C@@H](C(=O)Nc1nccs1)N1C(=O)C2CC=CCC2C1=O (stereo partly drawn)	i	-1
39	Cc1ccccc1CN(C)C(=O)[C@H](Cc1ccccc1)NC(=O)c1ccco1	i	5
40	COc1ccc(-c2sc3cc4c(cc3c2C#CCO)OCO4)cc1	i	-3
41	CCOC(=O)/C=C1/SCC(=O)N1CC(=O)Nc1ccccc1OC(F)F	i	3
42	CCOCC(=O)NC1CCc2cc(OC(=O)COCC)c(OC)c(OC)c2-c2ccc(SC)c(=O)cc21 (stereo not drawn)	i	-1
43	COc1cccc(C(=O)N(Cc2ccco2)c2c(N)n(Cc3ccccc3)c(=O)[nH]c2=O)c1	i	3
44	O=C(CN1C(=O)NC2(CCCC2)C1=O)NCCc1ccc(F)cc1	i	-1
45	CCOC(=O)C1CCN(C(=O)c2ccc(N3CCCC3=O)cc2)CC1	i	4
46	Cc1cc(C(=O)NN=Cc2ccc(-c3ccc(F)cc3)o2)c(C)o1	i	0
47	OC[C@@H]1[C@@H](c2ccc(Cl)cc2)C(c2ccc(F)cc2)=NN1c1ccccc1	i	-3
48	N#C/C(=C\c1ccccc1)C(=O)NNS(=O)(=O)c1ccc(Br)cc1	i	-2
49	Cc1ccsc1C(=O)OCC(=O)NC1CCCC(C)C1C (stereo not drawn)	i	-5
50	CCOC(=O)c1sc2nc(C)nc(SC(C)C(=O)N(C)c3ccccc3)c2c1C (stereo not drawn)	i	-1
51	COc1ccc(NS(=O)(=O)c2ccc(C)c(C(=O)NCCCN3CCCC3=O)c2)cc1	i	1
52	CCCCCCCCCCCCCCC(O)C[N+](C)(CCO)CCO (stereo not drawn)	i	1
53	CC(C)Cc1csc(=S)[nH]1	i	2
54	Cc1c(C(=O)NCC(C)(C)N2CCOCC2)oc2ccccc12	i	2
55	COc1ccc(S(=O)(=O)N2CCc3ccccc32)cc1C(=O)NCCc1ccc(S(N)(=O)=O)cc1	i	-10
56	Cc1ccc(C2(C)NC(=O)N(CC(=O)N3CCN(S(=O)(=O)c4ccccc4[N+](=O)[O-])CC3)C2=O)cc1 (stereo not drawn)	i	-3
57	NC(=O)c1ccsc1NC(=O)COC(=O)c1ccncc1	i	7
58	COc1ccc(OC)c(-c2csc(NC(=O)COC(=O)C3CCC3)n2)c1	i	3
59	CCOC(=O)/C(=N\Nc1ccc(Br)cc1)N1CCN(c2ccccc2OC)CC1	i	1
60	COc1ccccc1C(=O)Nc1ccc(C)c(S(=O)(=O)N2CCCCC2)c1	i	-3

# More entries:
no.	SMILES	KCNK3 block	DYRK1A inh
61	CCOc1ncccc1C(=O)OCC(=O)NC1CCCCCC1	i	9
62	O=C(COC(=O)c1ccc(F)cc1F)Nc1ccc(Cl)cn1	i	-3
63	CC1Nc2nc(N(C)C)[nH]c(=O)c2NC1C (stereo not drawn)	i	2
64	COc1ccc([C@H]2CC(=O)C=C(c3cc(C)ccc3OC)C2)cc1	i	-2
65	O=C(COc1ccc(Cl)cc1Cl)N(C1CCCCC1)C1CCS(=O)(=O)C1 (stereo not drawn)	i	-4
66	CCC1(CC)SC(N)=NC1=O	i	-2
67	Cn1nc(C(=O)OCC(=O)Nc2ccc(C(N)=O)cc2)c2ccccc2c1=O	i	-4
68	CCOC(=O)[C@@H]1[C@H]2COc3cc(OC)ccc3[C@H]2N2C(=O)N(c3ccc(OC)cc3)C(=O)[C@]12C	i	4
69	CN(CC(=O)Nc1ccc(Cl)cc1)C(=O)C1CCCC1	i	1
70	NN=C1c2ccccc2-c2ccc(N)cc21	i	-3
71	Nc1nc(=S)c2[nH]c(=S)[nH]c2[nH]1	i	-2
72	Cc1cccc(C)c1OCC(=O)NNC(=O)CCCn1c(=O)oc2ccccc21	i	4
73	O=C(CCSC1=NCCCN1)c1ccc(F)cc1	i	-4
74	Cc1ccc2c(c1)C1CN(C)CCC1N2S(=O)(=O)c1ccccc1F (stereo not drawn)	i	-5
75	CC(C)Oc1ccc(C(=O)NN2C(=O)NC3(CCCCC3)C2=O)cc1	i	-2

# Records listed so far that bear a hit mark in DYRK1A inh:
no.	SMILES	KCNK3 block	DYRK1A inh
17	COc1ccc2c(c1)OC[C@H]1[C@H]2N2C(=O)CN(CC3CCCO3)C(=O)[C@@]2(C)[C@H]1c1ccccc1 (stereo partly drawn)	i	50*

# The list continues:
no.	SMILES	KCNK3 block	DYRK1A inh
76	Cc1cnc(C(=O)OCC(=O)c2c[nH]c3ccccc23)cn1	i	2
77	CCOc1ccc(C(C)=O)cc1COc1ccc(-n2cnnn2)cc1	i	-1
78	CC(C)Cn1c(SC(C)C(=O)NC2CC2)nnc1-c1ccccc1F (stereo not drawn)	i	3
79	O=C(CSc1nc2c(cnn2-c2ccccc2)c(=O)[nH]1)NCC1CCCO1 (stereo not drawn)	i	-3
80	Cc1cccc(C(=O)N[C@H](C(=O)Nc2ccc3c(c2)OCO3)C(C)C)c1	i	-2
81	O=C1c2cc(O)c(O)cc2OC(c2ccc(O)c(O)c2)C1O (stereo not drawn)	i	48
82	CCOC(=O)[C@@H]1CSCCS(=O)(=O)N1Cc1ccccc1Br	i	-14
83	O=C1NC(=O)C(Cc2ccccc2)(c2ccccc2)N1 (stereo not drawn)	i	7
84	CCN1CCN(S(=O)(=O)c2ccc(Cl)c(C(=O)NCCOc3ccc(C)cc3)c2)CC1	i	7
85	O=C(COC(=O)COc1ccc(Br)cc1)NNC(=O)c1ccccc1	i	5
86	Cc1cc(C)cc(NC(=O)C(OC(=O)c2cc[n+]([O-])cc2)c2ccccc2)c1 (stereo not drawn)	i	-4
87	C[C@H](CO)N1C[C@H](C)[C@@H](CN(C)S(=O)(=O)c2cn(C)cn2)Oc2ccc(NC(=O)Nc3ccccc3)cc2C1=O	i	-3
88	CC[N+]1(C)CCC(O)(/C=C/c2ccccc2)C(C(=O)/C=C/c2ccccc2)C1 (stereo not drawn)	i	-1
89	COc1ccc(-c2sc(Nc3cccc4ccccc34)n[n+]2C)c(C)c1C	i	1
90	O=C1c2ccccc2C(=O)N1CCCCc1cn(C[C@H]2CC[C@H](Cn3cc(CCCCN4C(=O)c5ccccc5C4=O)nn3)O2)nn1	i	6

# One compound at a time (already shown).
# CCOC(=O)[C@@H]1CSCCS(=O)(=O)N1Cc1ccccc1Br in the list: KCNK3 block: i; DYRK1A inh: -14
# COc1ccc(S(=O)(=O)N2CCc3ccccc32)cc1C(=O)NCCc1ccc(S(N)(=O)=O)cc1 in the list: KCNK3 block: i; DYRK1A inh: -10
# Cc1ccc(CNC(=O)COC(=O)CN2C(=O)C3CC=CCC3C2=O)cc1 (stereo not drawn) in the list: KCNK3 block: i; DYRK1A inh: -1

# Remaining list, next part.
no.	SMILES	KCNK3 block	DYRK1A inh
91	Cc1cccc(NC(=O)CN(C)C(=O)c2ccc(N3CCCCCC3)c([N+](=O)[O-])c2)c1C	i	-3
92	C=CC[C@@H](CC(=O)N(CCO)Cc1ccccc1)C(=O)N[C@@H](COC(=O)[C@@H](CC=C)CC(=O)OC(C)(C)C)Cc1c[nH]c2ccccc12	i	8
93	Cn1c(CCC(=O)O)nc2cc(S(=O)(=O)N3CCCC3)ccc21	i	0
94	COc1ccc(NC(=O)COC(=O)c2cc3c(s2)CCC3)cc1	i	-4
95	CC1CCCC(NC(=O)COC(=O)c2cccs2)C1C (stereo not drawn)	i	-1
96	Cc1nc(NCCNC(=O)c2ccco2)c2c(C)c(C)sc2n1	i	5
97	COc1ccccc1NC(=O)CN(Cc1ccco1)C(=O)c1ccc(N2CCCC2=O)cc1	i	1
98	CCN(C[C@H]1N[C@@](C)(C(=O)OC)[C@H]2C(=O)N(Cc3ccccc3)C(=O)[C@@H]12)S(=O)(=O)c1ccc(F)cc1	i	-2
99	COc1ccc(S(=O)(=O)N2CCCN(CC(=O)Nc3ccc4c(c3)OCO4)CC2)cc1	i	-1
100	c1ccc(C(CN2CCCCC2)Oc2ccccn2)cc1 (stereo not drawn)	i	-2
101	OCC#CCSc1nnc(-c2cccc3ccccc23)o1	i	1
102	CCC1CCCCN1C(=S)NC(=O)c1ccco1 (stereo not drawn)	i	-2
103	C=CCC(C(=O)Oc1c(C(C)(C)C)cc(C)cc1C(C)(C)C)c1ccccc1 (stereo not drawn)	i	3
104	O=C(COC(=O)CCc1ccccc1)NCc1ccccc1	i	-1
105	COc1ccc(CC(=O)OCC(=O)NCC2CCCO2)cc1OC (stereo not drawn)	i	6

# Compounds listed so far with a COOH group, in the order listed:
no.	SMILES	KCNK3 block	DYRK1A inh
11	C#CCNCCS(=O)(=O)N(Cc1ccc(Br)cc1)[C@@H](CC(C)C)C(=O)O	i	0
20	Cn1cnnc1SCc1ccc(C(=O)N/N=C(\CCC(=O)O)c2ccc(C(C)(C)C)cc2)cc1	i	0
24	COc1ccc(C(=O)O)cc1S(=O)(=O)NCc1ccncc1	i	11
93	Cn1c(CCC(=O)O)nc2cc(S(=O)(=O)N3CCCC3)ccc21	i	0

# Next compounds follow:
no.	SMILES	KCNK3 block	DYRK1A inh
106	Cc1ccc(C(=O)NC(Cc2cccc(F)c2)C(=O)O)cc1 (stereo not drawn)	i	2
107	COc1ccc(NC(=O)CN(C)C(=O)CNC(=O)c2sc3ccccc3c2Cl)cc1	i	-7
108	c1ccc2c3n(nc2c1)CCCO3	i	49
109	CCCC1(c2ccccc2)NC(=O)N(CC(=O)N2CC(=O)Nc3ccccc32)C1=O (stereo not drawn)	i	2
110	Cc1cc(C)cc(N2C(=O)CC(c3ccccc3)CC2=O)c1	i	0
111	CN(C)c1ccc(-c2cc3ccccc3c(=O)o2)cc1	i	6

# An excerpt. The share of hits here may be higher or lower than overall.
